FEN1 inh – human FEN1 inhibition; P39748; Recombinant FEN1 flap cleavage, fluorescence, 15 min; Potency, µM (doses to about 114 µM), for the others: at the highest dose activity change, negative = inhibition, actives largely listed as inhibitors; actives 0.35% (n = 390,000); active = well fitted inhibition curve with a large enough effect; inconclusive = small, poorly fitted or top-dose-only effect; inactive = no such curve, though single readings can be large or run the other way; also: nearly all actives have a fitted effect of over 65% in size
Target sequence (P39748 whole entry, looked up): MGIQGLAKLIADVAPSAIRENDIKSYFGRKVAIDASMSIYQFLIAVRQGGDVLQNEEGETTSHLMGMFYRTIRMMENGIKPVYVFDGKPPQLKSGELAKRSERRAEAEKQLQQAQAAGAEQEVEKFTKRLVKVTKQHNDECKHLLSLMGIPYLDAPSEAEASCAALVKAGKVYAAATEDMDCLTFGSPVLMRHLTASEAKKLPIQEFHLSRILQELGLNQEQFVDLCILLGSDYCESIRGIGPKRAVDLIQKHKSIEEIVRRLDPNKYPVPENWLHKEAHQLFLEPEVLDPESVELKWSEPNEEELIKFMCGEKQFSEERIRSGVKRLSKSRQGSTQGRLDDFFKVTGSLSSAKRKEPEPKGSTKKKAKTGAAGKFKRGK
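Reaction started by adding substrate (50 nM final) to 10 nM enzyme after 15 min room-temperature compound preincubation. Reads at 0 and 15 min, with data normalized and fitted to a four-parameter Hill equation.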
An asterisk follows results filed as active; ? = inconclusive. % is scaled to controls: 0 for no effect and ±100 for the full control effect; potency is read from the fitted curve at half-maximal effect. This is a subset. The share of hits here may be higher or lower than overall.

SMILES | FEN1 inh
Cc1cc(N=Nc2ccccc2)cc(C)c1NC(=O)C(F)(F)F | -8%
Clc1cccc2sc(-c3nnc(-c4ccccc4)o3)c(Cl)c12 | 7%
Cc1ccc(S(=O)(=O)Nc2ccc(S(=O)(=O)N3CCOCC3)cc2)cc1 | -5%
CCOC(=O)c1ccc(S(=O)(=O)N2CCN(C(=O)c3cccc(S(=O)(=O)N4CC(C)OC(C)C4)c3)CC2)cc1 (stereo not drawn) | -3%
Cc1cn(CC(=O)N[C@H](C)c2cccc3ccccc23)c(=O)[nH]c1=O | -3%
CCN(CC(O)COc1ccc(OCC(O)CN(CC)C2CCCCC2)cc1)C1CCCCC1 (stereo not drawn) | 14%
c1ccc(-c2cnc(C3CCCCC3)o2)cc1 | -18%
CC1CCN(C(=O)Nc2ccc3nc(-c4ccco4)c(-c4ccco4)nc3c2)CC1 | 16µM*
COC(=O)c1ccc2ccccc2n1 | 6%
Nc1cccc(C(=O)c2ccccc2C(=O)O)c1 | 4%
COC(=O)[C@H]1[C@H](c2ccccc2)[C@H](C(=O)OC)O[C@H]1c1ccccc1 | -4%
CCCNC(=O)C1(CC2CC(c3ccccc3)=NO2)CCNCC1 (stereo not drawn) | 1%
CN1C[C@@H]2[C@@H]3C(=O)N(Cc4ccccc4)C(=O)[C@@H]3[C@](Cc3ccccc3)(C1=O)N2C(=O)c1ccc(C(F)(F)F)cc1 | 14%
O=S1(=O)CCOC[C@H](Cc2ccccc2)N1Cc1ccc(F)cc1 | 5%
C#CCOCCOCCOCCNc1nc(N2CCN(C(=O)[C@H](C)n3cc(CCC(=O)O)nn3)CC2)nc(N2CCN(C(=O)[C@H](C)n3cc(CCC(=O)O)nn3)CC2)n1 | 12%
Cc1sc(-c2c(C#N)c(N)nc3c2CCCCCC3)cc1[N+](=O)[O-] | -2%
CCCCC(CCCC)c1ccc(C=Nc2ccc(/C=C/c3ccnc4ccccc34)cc2)cc1 | -8%
O=C(NN=Cc1ccccc1Cl)c1cccc2ccccc12 | -3%
Cc1cccc(OCC(=O)Nc2cc(-c3nc4cc(Cl)ccc4o3)ccc2C)c1 | 15%
COc1cc(C(=O)NCc2cn3ccsc3n2)cc(OC)c1OC | -3%
Cc1sc2ccccc2[n+]1C | 4%
N#C[C@H]1C2OC2c2ccccc2N1C(=O)c1ccccc1 (stereo partly drawn) | 19%
Cc1ccc2c(c1)C(=C(C#N)C#N)CCN2 | -7%
C=C1CCN([C@@H](Cc2ccccc2)C(=O)NC2CCN(Cc3ccccc3)CC2)S(=O)(=O)c2ccccc21 | -12%
CCCN=C1N(C)C[C@@H]2[C@@H]3C(=O)N(Cc4ccccc4)C(=O)[C@@H]3[C@](C)(C(=O)OC)N12 | -2%
Cc1ccc(CNC(=O)c2cc3ccccc3oc2=O)cc1 | -11%
COc1ccc(NC(=O)c2cc(-c3ccc(C)o3)nc3ccccc23)c(OC)c1 | -19%
Cn1cc(C(=O)Nc2ccc(Cl)c(Cl)c2)cn1 | 11%
COc1cccc(/C=C/C(=O)NCC2CCCCC2)c1 | -5%
CC(C)CC(CO)N1CCN(C(=O)c2ccc(Cl)c(Cl)c2)CCC1=O (stereo not drawn) | -3%
COc1ccc(-c2coc3cc(OC)ccc3c2=O)cc1 | -2%
CCC1(C)Cc2c(sc3nc(SC)n(-c4ccc(C)cc4)c(=O)c23)CO1 (stereo not drawn) | -10%
Nc1c(NC=O)c(=O)n(Cc2ccccc2)c(=O)n1Cc1ccccc1 | -6%
O=C(NC1=NCCS1)C1CCN(S(=O)(=O)c2cc([N+](=O)[O-])ccc2Cl)CC1 | -23%
CCc1nnc(NC(=O)c2cc(S(=O)(=O)N3CCN(CC)CC3)ccc2Cl)s1 | 0%
NC(=O)COc1ccccc1C(=O)Nc1ccccc1 | 14%

A stretch of the results above:
SMILES | FEN1 inh
Cc1cc(N=Nc2ccccc2)cc(C)c1NC(=O)C(F)(F)F | -8%
Clc1cccc2sc(-c3nnc(-c4ccccc4)o3)c(Cl)c12 | 7%
Cc1ccc(S(=O)(=O)Nc2ccc(S(=O)(=O)N3CCOCC3)cc2)cc1 | -5%
CCOC(=O)c1ccc(S(=O)(=O)N2CCN(C(=O)c3cccc(S(=O)(=O)N4CC(C)OC(C)C4)c3)CC2)cc1 (stereo not drawn) | -3%
Cc1cn(CC(=O)N[C@H](C)c2cccc3ccccc23)c(=O)[nH]c1=O | -3%

Next section.
SMILES | FEN1 inh
CC(C)C[C@H]1CNC(=S)N1CC1CCCN1C[C@H](CC(C)C)N1C[C@H](CC(C)C)N(CC2CCCCCC2)C1=S (stereo partly drawn) | 6%
Cc1ccc(Sc2c(C)nn(C(=O)COc3ccccc3)c2C)cc1 | -19%
CC(C)(O)CN(C(=O)C(c1ccccc1)c1ccccc1)C1CCCCC1 | -5%
Cc1cccc(OCc2nnc(SCC(=O)Nc3ccc(C)cc3C)o2)c1 | 12%
Cn1ncc2c(NCc3ccco3)ncnc21 | 0%
C[C@]12CCC3c4ccc(O)cc4CCC3C1CC/C2=N\N (stereo partly drawn) | 15%
Cc1ccc(S(=O)(=O)N2C[C@@H]3[C@H]4CC[C@H](C4)[C@@H]3[C@@H](C)[C@@H]2c2ccn([Si](C(C)C)(C(C)C)C(C)C)c2)cc1 | -15%
COc1ccc(NC(=O)CN(C)CC(=O)Nc2cccc(F)c2)cc1S(=O)(=O)N1CCCCC1 | 11%
Cc1cc(NC(=O)/C(C#N)=C\c2ccc(-c3ccc(SC(F)F)cc3)o2)n(-c2ccccc2)n1 | 6%
COc1cc2c(NC3CCN(C(C)C)CC3)nc(N3CCCN(C)CC3)nc2cc1OCCOCCN(C)C | 40µM*
O=C(Nc1ccc(C(=O)N2CCCC2)cc1)C1CCC1 | -6%
CC(C)=CCc1c(O)cc2c(=O)c3ccc(O)cc3oc2c1O | 3%

Ordered by length of the SMILES (low to high): four of the compounds above
SMILES | FEN1 inh
Cn1ncc2c(NCc3ccco3)ncnc21 | 0%
C[C@]12CCC3c4ccc(O)cc4CCC3C1CC/C2=N\N (stereo partly drawn) | 15%
CC(C)(O)CN(C(=O)C(c1ccccc1)c1ccccc1)C1CCCCC1 | -5%
COc1ccc(NC(=O)CN(C)CC(=O)Nc2cccc(F)c2)cc1S(=O)(=O)N1CCCCC1 | 11%

More compounds.
SMILES | FEN1 inh
Cc1csc[n+]1CCC1CCCCC1 | 3%
Cc1ccc(NC(=O)COc2ccccc2)c(NC(=O)c2ccccc2C)c1 | -1%
Cc1ccc(-n2c(-c3ccncc3)nnc2-c2cccs2)cc1 | 6%
CCOC(=O)c1c(NS(=O)(=O)c2ccc(Br)cc2)sc2c1CCC2 | -21%
CCc1nnc(NC(=O)c2cc3c(s2)CCCCC3)s1 | 9%
c1ccc(NCCc2ccccn2)cc1 | 4%
COc1cccc(NS(=O)(=O)c2ccc3[nH]cc(C(=O)NC(C)c4ccccc4)c(=O)c3c2)c1 (stereo not drawn) | 2%
CC1(C)CC[C@]2(C(=O)O)CC[C@]3(C)C(=CCC4[C@@]5(C)CC[C@H](O)C(C)(C)C5[C@H](O)C[C@]43C)[C@@H]2C1 (stereo partly drawn) | 10%
CCCCCCCCN(CCCCCCCC)c1ccc(/C=C/c2ccnc3ccccc23)cc1 | 14%
Cc1ccc(NC(=O)COc2ccc3oc4c(c3c2)CCCC4)c(C)c1 | 16%
COc1ccc(CNC(=O)Cn2cc(C)c(=O)[nH]c2=O)cc1 | 0%
COC(=O)C1=C(C(=O)OC)[C@]2([C@@H]3C/C=C\CN[C@@H](Cc4ccccc4)C(=O)N3Cc3ccccc3)C=C[C@H]1O2 | 0%
Cc1c(Cl)cc(C(C)C)c(O)c1CN1CCOCC1 | -4%
O=C1c2ccccc2C(=O)N1C1C(=O)N2CCSC12C(=O)OCc1ccccc1 (stereo not drawn) | -1%
CCN(C(=O)CSc1nnc(C)n1-c1ccc(C)cc1)c1c(N)n(Cc2ccccc2)c(=O)[nH]c1=O | 1%
Cc1cc([N+](=O)[O-])c(=O)[nH]c1C | 4%
C[N+]1(CC(=O)c2ccc3c(c2)CCCC3)CCOCC1 | -21%
Cc1ccc(S(=O)(=O)N2CCOCC2)cc1NC(=O)COC(=O)c1ccc(Br)o1 | 6%
O=c1[nH]c(N2CCOCC2)cc2ccccc12 | 16%
COc1cc(N)c(NC(=O)/C=C/c2nc3cc(OC)c(OC)cc3[nH]2)cc1OC | 2%
O=[N+]([O-])c1ccc2c(c1)C(=Nc1ccccc1)c1ccccc1-2 | -4%
CC1=Nc2ccccc2/C1=C/c1c(C)[nH]c2ccccc12 | 3%
CCC(C)CCCCCCCCCCC(=O)O (stereo not drawn) | ?
Cc1nnc(Sc2nc3c(c(=O)n(C)c(=O)n3C)n2Cc2ccccc2Cl)s1 | 0%
Cc1ccc(NCc2cccc(B(O)O)c2)cc1 | 10%
c1ccc(COc2ncnc3c2ncn3CCCNCc2ccccn2)cc1 | -16%
ClC1CCCCC1n1nnc2ccccc21 (stereo not drawn) | -9%
O=C(NCc1ccccc1)c1cccc(NC(=O)C2CC2)c1 | -2%
O=C(Cn1cc(COc2ccc(Br)cc2)nn1)c1ccc(O)cc1 | 2%
CCOc1cc(/C=N/NC(=O)C(O)(c2ccccc2)c2ccccc2)ccc1OC(=O)c1ccco1 | -12%
Brc1ccc(-c2noc3c2-c2nc(-c4ccccc4)sc2CC3)cc1 | -13%
CCOc1ccc(/C=C/c2ccc3ccccc3n2)cc1OCC | ?
C[N+](C)(C)C[C@H](O)CC(=O)O | 4%
CCN(C(=O)C=Cc1ccco1)c1ccccc1 | -9%
C(=C\c1nccc2ccccc12)/c1ccc(N2CCOCC2)cc1 | -17%
COc1ccc(NS(=O)(=O)c2ccc(NS(=O)(=O)c3ccc4c(c3)OCCO4)cc2)cc1 | -8%
NC(=O)C1(Nc2ccc([N+](=O)[O-])cc2)CCCC1 | -14%
CCC1CCc2nc3sc(C(=O)Nc4ccc(F)c(F)c4)c(N)c3cc2C1 (stereo not drawn) | -1%
Cc1ccc(NC(=O)C(C)Sc2nc(=O)cc(N)n2-c2cccc(C)c2)cc1 (stereo not drawn) | -7%
Cc1cc(Cl)c2oc(C(=O)N3CCN(c4ccncc4)CC3)c(C)c2c1 | -5%
CCc1nnc(SCc2ccc([N+](=O)[O-])cc2)nc1CC | 0%
COc1ccc2c(c1)CC(N1CCN(C)CC1)c1cc(OC)ccc1S2 (stereo not drawn) | -19%
COc1ccc(CN(CCNC(=O)CCCCC(=O)NCCN(Cc2ccc(OC)cc2)C(C)C)C(C)C)cc1 | -10%
CCN(CC)CC(O)CNc1ccnc2c(Cl)ccc(Cl)c12 (stereo not drawn) | ?
O=C(CCCc1ccccn1)c1ccc(-c2ccccc2)cc1 | -7%
C=C(C1=CCN(S(=O)(=O)C(C)(C)C)[C@H]1CCO)c1ccccc1 | -15%
N#C/C(=C/C1=C(N2CCOCC2)C(=C/c2cccc([N+](=O)[O-])c2)/CC1)C(=O)Nc1ccccc1F | -9%
O=C(CCc1ccccc1)Nc1sc2c(c1C(=O)O)CCCC2 | -7%
CC1C(=O)NN=C1c1ccc([N+](=O)[O-])cc1 (stereo not drawn) | 0%
COC(C[C@@H]1O[C@H]1C(=O)COCc1ccccc1)OC | 21%
COc1ccc(OC)c(-c2nn(-c3ccccc3)cc2C(=O)NCC2CCCO2)c1 (stereo not drawn) | -8%
CN(Cc1nc2ccccc2c(=O)[nH]1)C(=O)c1cc(-c2ccc(Br)cc2)nc2ccccc12 | 11%
ClC/C=C/C[n+]1ccccc1Cl | -1%
NC(=O)C12C(=O)NC(=O)C1(C(=O)O)C21CCCC1 (stereo not drawn) | -3%
Brc1ccc2ncc3ccccc3c2c1 | -5%
Oc1ccc(C=NNc2nc3ccccc3s2)c(O)c1 | ?
COc1cccc2c3c(c(=O)[nH]c12)CC(C)(C)O3 | 17%
CCOc1ccc(Br)cc1S(=O)(=O)NCC(c1ccc(OC)cc1)N1CCOCC1 (stereo not drawn) | -4%
OCC1OC(n2cnc3c(N4CCCCC4)ncnc32)C(O)C1O (stereo not drawn) | -2%
Cc1cc(C)n(-c2nc3c(c(=O)n(C)c(=O)n3C)n2Cc2cccc(Br)c2)n1 | -13%

Laid out differently: results already given.
compound	FEN1 inh
COc1ccc(OC)c(-c2nn(-c3ccccc3)cc2C(=O)NCC2CCCO2)c1 (stereo not drawn)	-8%
CN(Cc1nc2ccccc2c(=O)[nH]1)C(=O)c1cc(-c2ccc(Br)cc2)nc2ccccc12	11%
ClC/C=C/C[n+]1ccccc1Cl	-1%
NC(=O)C12C(=O)NC(=O)C1(C(=O)O)C21CCCC1 (stereo not drawn)	-3%

(listing goes on)
SMILES | FEN1 inh
O=C(Cc1cccc(NC(=O)C2CCCN(C(=O)C3CC3)C2)c1)Nc1ccc(C(=O)N2CCCCC2)cc1 (stereo not drawn) | 19%
O=C1C=CC(=Nc2ccc(F)cc2)O1 | -3%
CCCCCCC(=O)Nc1ccc(S(=O)(=O)Nc2onc(C)c2C)cc1 | 0%
C=Cc1ccc(COc2ccc3oc(-c4ccccc4)c(C(=O)OCC)c3c2)cc1 | 0%
NC(=O)c1cccc(-c2cnc(N)c(C(=O)c3cccnc3)n2)c1 | -20%
O=C(NC1CCCCC1)NS(=O)(=O)c1ccc2c(c1)CCC2 | -4%
O=C(CCl)NC(Cc1ccccc1)C(=O)OCC(=O)c1ccc(-c2ccccc2)cc1 (stereo not drawn) | 1%
Cc1cc2c(cc1C)N[C@]1(C[C@H]3CCCC(=O)N4CC[C@@H](C1)[C@@H]34)C(=NC(C)(C)CC(C)(C)C)N2 | ?
COC(=O)c1ccccc1Nc1ccnc(Cl)n1 | -5%
Cn1c(SCCOc2ccccc2)nnc1-c1ccc(NC(=O)CCc2ccccc2)cc1 | 2%
O=C(Nc1cccc(C(=O)N2CCOCC2)c1)C1CCCC1 | 0%
O=C(C=C(C(=O)c1ccccc1)c1ccccc1)c1ccccc1 | -17%
COc1ccccc1CNS(=O)(=O)CCNCCc1ccccc1 | 9%
CCOc1cc(C(=O)OC(C)C(=O)Nc2ccccc2OC)ccc1OCC(=O)N1CCOCC1 (stereo not drawn) | -6%
C#CCN1C=CC(=O)[C@@H](O)[C@H]1c1ccccc1Br | -15%

Screens from PubChem.
